# SIRT5 inh = sirtuin-5 (human) deacylase inhibition. AID 652115. actives 1.1% (n = 330,000). Purified SirT5, succinyl-peptide AMC, trypsin-coupled fluorescence. inhibition, % at 15 µM; in the data active = inhibition above about 15%
# DENV2 CPE = DENV2-induced cell death inhibition | DENV2-infected cells, cytopathic effect rescue, plate reader | actives 1.7% (n = 350,000) | CPE inhibition, % at 9.99 µM; in the data active = CPE inhibition above about 20%, passing the limit was not always enough; tested in BHK-21 cells;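 also: 0% = median of neutral control wells and 100% = median of positive control wells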
# Statin myotox sup = suppressors of simvastatin-induced myotoxicity in C2C12 myotubes; ATP luminescence, 48 h; scaled: DMSO 0, geranylgeraniol control 100; rescue of ATP level, % at 7.49 µM; actives 0.78% (n = 330,000); AID 602340;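 active = mean ATP rescue above about 67%, or every replicate alone reaching that limit, limit read from the data, passing the limit was not always enough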;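 also: myotubes were challenged with 10 µM simvastatin during compound exposure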
# ERp5 inh = blocks human ERp5 reductase activity on insulin. Q15084. ERp5 insulin aggregation, absorbance 650 nm, 90 min. inhibition, % at 9.99 µM. actives 0.05% (n = 350,000). AID 651711;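 active = mean replicate inhibition above about 25%, with every replicate also reaching it, limit read from the data, passing the limit was not always enough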
# E-selectin induc = E-selectin induction on HUVECs. activation, % at 7.58 µM. P16581. HUVEC E-selectin immunofluorescence imaging; normalized: neutral wells 0, TNF-alpha wells 100. actives 0.37% (n = 260,000);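 active = mean E-selectin-positive cell signal at least 10% of the positive control, reached in at least 60% of replicates, without over 20% cell loss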;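 also: in these data hits start at about 27%; measured in HUVEC primary endothelial cells; signal is the percent of cells scored E-selectin positive by PE staining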
# Target sequence (P16581 whole entry, looked up): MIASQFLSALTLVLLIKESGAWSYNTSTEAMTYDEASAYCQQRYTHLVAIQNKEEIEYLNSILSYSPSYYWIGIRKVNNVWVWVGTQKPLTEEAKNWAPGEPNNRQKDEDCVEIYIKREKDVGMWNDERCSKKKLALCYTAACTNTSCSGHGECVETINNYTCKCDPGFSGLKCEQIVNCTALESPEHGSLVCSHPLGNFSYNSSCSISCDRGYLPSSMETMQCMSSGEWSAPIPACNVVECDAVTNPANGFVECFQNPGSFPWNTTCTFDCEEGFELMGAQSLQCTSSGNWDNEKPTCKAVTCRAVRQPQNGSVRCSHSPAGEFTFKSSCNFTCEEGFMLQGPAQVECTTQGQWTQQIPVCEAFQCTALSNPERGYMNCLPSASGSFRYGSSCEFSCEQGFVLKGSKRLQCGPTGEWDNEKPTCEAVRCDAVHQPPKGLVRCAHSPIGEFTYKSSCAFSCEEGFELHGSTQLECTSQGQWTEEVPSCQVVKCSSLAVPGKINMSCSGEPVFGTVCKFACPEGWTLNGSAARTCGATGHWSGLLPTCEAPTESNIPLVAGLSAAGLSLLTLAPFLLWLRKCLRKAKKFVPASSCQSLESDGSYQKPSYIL
#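 Read-out: % PE-positive cells | Test system: HUVEC | Doses: One compound dose added by pin transfer | Buffer or medium: EGM-2 over gelatin coat | Signal: Immunofluorescence imaging | Benchmarks: TNF-alpha, DMSO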
# S100A4 inh HTS = inhibitors of human S100A4 binding to myosin IIA peptide; inhibition, % at 10.7 µM; AID 652163; P26447; actives 0.14% (n = 360,000); S100A4/TAMRA-MyoIIA peptide fluorescence polarization;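 active = mean inhibition of at least 70% across replicates, with every replicate also reaching that level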
#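 Material: S100A4 monomer protein | Medium: HEPES pH 7.2 with CaCl2, KCl, NaCl, DTT, Triton | Reagent: Labelled myosin peptide probe, 5 nM | Doses: One dose per compound | Times: 5 min incubation before reading | Benchmarks: Neutral control DMSO, positive control TFP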
# PglD DTNB = PglD (C. jejuni) enzyme inhibition; purified PglD enzyme, DTNB colorimetric CoA detection; inhibition, % at 12.5 µM; actives 0.098% (n = 360,000); AID 602405; in the data active = inhibition above about 16%, passing the limit was not always enough; also: strong numbers were not always called active
# The depositor's hits bear a star; · = not tested or not shown.
entry	SMILES	Statin myotox sup	PglD DTNB	S100A4 inh HTS	SIRT5 inh	DENV2 CPE	E-selectin induc	ERp5 inh
1	COc1ccc(-c2sc(C(=O)c3ccc(Cl)cc3Cl)cc2CC(=O)O)cc1	0	3	2	3	8	1.0	3
2	O=C1C(=O)N(CCCO)C(c2ccc(Br)cc2)/C1=C(\O)c1ccc(Br)cc1 (configuration not stated)	-1	4	-5	0	3	·	0
3	O=C(NC1CCCC1)C(C1CC1)n1c(-c2cc3ccccc3[nH]2)nc2ccccc21 (configuration not stated)	·	·	-3	-12	3	-2.8	-2
4	COc1cccc(NC(=O)c2ccc[n+](C)c2)c1	8	-2	-2	-1	5	0.6	-4
5	CCOc1ccc2[nH]c3c(NCCO)ncnc3c2c1	-1	-2	-1	-22	3	·	0
6	CCOc1ccc2nc(/N=C/c3c(C)[nH]n(-c4ccc(C)cc4)c3=O)sc2c1	·	2	1	·	6	·	0
7	CN(CC(=O)Nc1cccc(F)c1)C(=O)c1csc2c1CCCC2	-11	2	8	-6	16	·	-2
8	CCCCN(C(=O)c1ccc(NC2CC2)c([N+](=O)[O-])c1)c1c(N)n(CCCC)c(=O)[nH]c1=O	7	-8	0	1	-1	·	2
9	O=C1CCCc2c1cc(C(=O)O)c(=O)n2-c1ccccc1	4	-3	0	2	3	·	-6
10	Nc1nc(NCC(=O)O)nc(NCc2ccccc2)c1[N+](=O)[O-]	1	4	0	1	-1	-0.3	-1
11	O=C(CCn1c(=O)oc2ccccc21)N(Cc1ccccc1)c1ccccc1	32	-1	4	-3	-1	-0.5	0
12	COc1cccc(-c2ccc3n(c2=O)C[C@@H]2[C@@H](CO)[C@H](C(=O)N(C)C)N(C(=O)C4CCCC4)[C@H]32)c1	10	-3	4	-23	0	-0.2	-1
13	Cc1cc(S(=O)(=O)N2CCCCC2)ccc1OCC(=O)N1CCCC1	10	4	-4	-3	4	-0.3	-3
14	CO[C@@H]1CN(C)C(=O)c2ccc(NC(=O)c3cccc(Oc4ccccc4)c3)cc2OC[C@@H](C)NC[C@H]1C	-108	3	-3	2	-12	0.2	9
15	C[C@@]12C(=O)N(CCO)CC(=O)N1[C@H](/C=C/c1ccccc1)[C@@H]1C(=O)N(c3ccccc3)C(=O)[C@@H]12	13	·	-2	·	·	0.1	-2
16	COC(=O)c1cccc(NC(=O)C(C)(C)C)c1	·	2	-1	0	-10	0.3	-1
17	COCC(=O)N1C[C@@H](C)[C@H](OC)CN(C)C(=O)c2cc(NC(=O)c3ccc(OC)cc3)ccc2OC[C@@H]1C	8	1	4	-2	18	0.0	-6
18	CCC1CN(C(=O)N2CCC(C(=O)NCc3cccc(F)c3)CC2)c2ccccc2O1 (configuration not stated)	6	1	-9	-7	5	0.9	7
19	Cc1cc(N2CCN(C)CC2)nc2ccc(NC(=S)N3CCN(c4ccccn4)CC3)cc12	5	·	1	-3	·	3.1	-1
20	COc1ccccc1C#Cc1ccc([C@H]2[C@@H](CO)N3CCCCN(C(=O)C4CC4)C[C@@H]23)cc1	·	2	37	5	-2	·	1
21	COC(=O)C[C@H]1C=C[C@@H](NC(=O)Nc2ccc(C(F)(F)F)cc2)[C@@H](CO)O1	-12	-2	15	2	4	1.8	-8
22	COC(=O)c1cc(-c2cccc(OC)c2)c2c(=O)[nH]c(=O)n(C)c2n1	2	1	-7	-11	-3	0.5	3
23	Cc1[nH]c(=S)c(C#N)c(C)c1Cc1ccccc1	·	-2	0	-2	0	0.0	3
24	Cc1cc(C)cc(C(=O)Nc2cccc(NC(=O)c3ccco3)c2)c1	-21	-3	1	-2	-3	0.2	4
25	C[C@@H]1CN([C@@H](C)CO)C(=O)c2cc(C#CC3(O)CCCC3)cnc2O[C@H]1CN(C)Cc1cccnc1	23	1	-7	-10	-4	0.3	-2
26	COC(=O)CC1C(=O)NCCN1C(=O)OC(C)(C)C (configuration not stated)	2	-3	1	-8	1	·	3
27	CCCN1C(=O)c2cc(C(=O)NC3CCCCCC3)ccc2C1O (configuration not stated)	-3	-2	-5	·	-2	·	-4
28	CCOC(=O)CCC(NC(=O)CCCCC(=O)NC(CCC(=O)OCC)C(=O)OCC)C(=O)OCC (configuration not stated)	·	·	1	-4	3	1.1	-9
29	C[C@@H]1CCCCO[C@H](CN(C)Cc2ccc(Cl)c(Cl)c2)[C@@H](C)CN([C@H](C)CO)C(=O)c2cc(NC(=O)NC3CCCCC3)ccc2O1	-75	4	10	1	-1	-0.3	-1
30	COc1ccc(Cl)cc1NC(=O)CSc1nc2ccsc2c(=O)n1CC1CCC(C(=O)O)CC1 (configuration not stated)	-1	1	-3	4	-3	0.1	·
31	C[C@@H]1CN([C@@H](C)CO)C(=O)c2cc(NC(=O)C3CCCCC3)ccc2O[C@@H]1CN(C)S(=O)(=O)c1cn(C)cn1	19	-1	-1	-4	-2	0.0	-11
32	COc1cc(/C=N/Nc2ccc(S(N)(=O)=O)cc2[N+](=O)[O-])cc(OC)c1O	·	·	2	0	·	-0.5	-3
33	C[C@H]1CN([C@@H](C)CO)C(=O)Cc2cc(NC(=O)Nc3ccc(F)cc3)ccc2O[C@H]1CN(C)S(=O)(=O)c1cccs1	-44	-4	-12	-2	3	0.2	6

# Not all compounds are listed; rates above refer to the full screens.
